TDP1 block = blocks human tyrosyl-DNA phosphodiesterase 1. recombinant TDP1, AlphaScreen DNA substrate cleavage. 350,000 compounds, 0.28% hits. Q9NUW8. Potency, µM (series often up to 130 µM), inactives show at the top dose activity change, negative = inhibition, hits mostly inhibitors; further: nearly all actives have a fitted effect of over 40% in size
Target sequence (Q9NUW8 whole entry, looked up): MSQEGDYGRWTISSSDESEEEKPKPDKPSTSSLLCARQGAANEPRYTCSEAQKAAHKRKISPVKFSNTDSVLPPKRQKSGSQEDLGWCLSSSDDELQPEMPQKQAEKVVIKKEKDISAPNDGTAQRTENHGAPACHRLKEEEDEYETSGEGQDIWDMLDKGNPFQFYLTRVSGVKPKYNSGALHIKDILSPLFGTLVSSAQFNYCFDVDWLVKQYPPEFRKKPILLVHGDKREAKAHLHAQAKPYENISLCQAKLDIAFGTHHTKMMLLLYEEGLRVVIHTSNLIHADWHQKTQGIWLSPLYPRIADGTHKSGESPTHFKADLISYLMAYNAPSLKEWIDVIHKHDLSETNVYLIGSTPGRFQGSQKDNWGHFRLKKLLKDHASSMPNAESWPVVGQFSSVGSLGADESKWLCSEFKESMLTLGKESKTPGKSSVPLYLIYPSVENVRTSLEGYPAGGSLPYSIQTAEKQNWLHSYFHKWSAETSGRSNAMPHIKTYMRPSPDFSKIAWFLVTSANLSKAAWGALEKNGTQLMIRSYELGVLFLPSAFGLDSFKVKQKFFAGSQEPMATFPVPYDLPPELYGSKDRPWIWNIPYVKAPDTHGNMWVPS
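Recombinant human Tdp1 (E. coli-expressed, 1 nM final) preincubated with compounds 15 min at room temperature, then 5'-biotin/3'-phosphotyrosine-FITC DNA substrate (15 nM final) added for 5 min. AlphaScreen beads (10 ug/ml final) added 10 min; cleavage lowers signal.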
N370S GC = inhibits or activates N370S mutant glucocerebrosidase; N370S GC spleen homogenate, 4MU-glucoside fluorescence; Potency, µM (top dose mostly 59.4 µM), without a hit: top-dose activity change, negative = inhibition, actives largely listed as inhibitors; 330,000 compounds, 0.092% hits; AID 2101;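 further: 0% = full enzyme activity and -100% = no enzyme basal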
FEN1 inhibitor = blocks human flap endonuclease 1; P39748; Recombinant FEN1 flap cleavage, fluorescence, 15 min; Potency, µM (titrated, usually from 114 µM), inactives show at the top dose activity change, negative = inhibition, usual class: inhibitors; 390,000 compounds, 0.35% hits; further: nearly all actives have a fitted effect of over 65% in size
Target sequence (P39748 whole entry, looked up): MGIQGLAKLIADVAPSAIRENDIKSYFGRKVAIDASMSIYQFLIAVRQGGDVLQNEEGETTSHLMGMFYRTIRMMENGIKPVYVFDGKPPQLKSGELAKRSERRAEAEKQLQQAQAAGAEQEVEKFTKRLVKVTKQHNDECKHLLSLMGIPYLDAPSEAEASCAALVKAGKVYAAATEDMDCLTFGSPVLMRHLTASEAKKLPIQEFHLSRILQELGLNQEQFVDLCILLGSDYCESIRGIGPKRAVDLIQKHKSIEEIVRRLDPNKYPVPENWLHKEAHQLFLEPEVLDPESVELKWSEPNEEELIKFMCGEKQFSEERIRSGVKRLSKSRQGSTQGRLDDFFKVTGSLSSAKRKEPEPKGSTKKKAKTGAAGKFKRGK
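Concentration–response screening of FEN1 (10 nM): 15 min compound preincubation at room temperature, reaction started with 50 nM substrate and read at 0 and 15 min. Corrected, normalized data were fitted by a four-parameter Hill equation.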
Numbers without * were called inactive; ? = inconclusive; / = no result given; & = joins results of further samples; [ ] = remark or other dose. The call rests on the fitted dose curve; in most records, active means well fitted curve in the direction sought with a large enough effect; inconclusive means small, poorly fitted or top-dose-only effect, or another doubt; inactive means no such curve, though single readings can be large; an effect the other way counts as inactive or inconclusive. Unless noted, on the % scale 0 is the no-effect control and ±100 the full control effect; potency means the concentration at half of the fitted maximal effect.

SMILES	TDP1 block	N370S GC	FEN1 inhibitor
Cc1ccc(CSc2nc3c([nH]c4ccccc43)c(=O)n2C)cc1	-2%	/	0%
COc1ccc(-c2cc(=O)oc3cc(OC(=O)C4CCCCC4)c(Cl)cc23)cc1	5%	8%	9%
O=[N+]([O-])c1cccc(OCc2cn3cccnc3n2)c1	2%	5%	0%
NNC(=O)c1cccc(COc2ccc(Br)cc2)c1	3%	-2%	-2%
CCOCCCNC(=O)/C(C#N)=C/c1cc(Br)c(O)c(Br)c1	/	-8%	-2%
S=C(Nc1ccccc1Cl)N1CCOCC1	5%	-4%	2%
CCOc1ccc(C(=O)CCC(=O)N(CC)CC(=O)NCc2ccc(Cl)cc2)cc1	4%	-23%	-12%
O=C(Cc1ccccc1)c1ccc2c(c1)OCCO2	-5%	2%	16%
CCOc1cc(NC(=S)NCC2CCCO2)c(OCC)cc1NC(=O)c1ccc(F)cc1 (configuration not stated)	3%	11%	-9%
Cc1ccc(-c2cc(N)n[nH]2)cc1	6%	-13%	-3%
CCC(CO)NC(=O)c1cccc(S(=O)(=O)N2c3ccccc3CC2C)c1 (configuration not stated)	3%	4%	1%
O=C(Nc1c[nH]c(=O)[nH]c1=O)c1ccc2c(c1)C(=O)N(c1cccc([N+](=O)[O-])c1)C2=O	/	-4%	8%
CC(Sc1nc(-c2ccccc2)cc(C(F)(F)F)n1)C(=O)N1CCC(C(N)=O)CC1 (configuration not stated)	2%	6%	-13%
C=CCc1c(C)nc(SC(C)C)[nH]c1=O	0%	-1%	6%
COc1cc(CN2CCc3nc(N4CCN(c5ccccc5F)CC4)ncc3C2)ccc1OC(C)C	6%	/	13%
Cc1cccc(N2CCN(S(=O)(=O)c3ccc(-c4ccc(=O)[nH]n4)o3)CC2)c1C	5%	-9%	-5%
CC(C)SC(=N)N	13%[56.1 µM]	1%	/
CCC(C)(C)NC(=O)C(c1cccn1C)N(C(=O)Cn1nnc2ccccc21)c1ccccc1OC (configuration not stated)	5%	13%	3%
C=CCNC(=S)N/N=C/c1ccc(C)s1	/	-4%	-13%
CCOC(=O)N1CCN(C(=O)C2CC(=O)N(c3ccc(OC)cc3)C2c2ccc(OC)cc2)CC1 (configuration not stated)	5%	1%	-1%
CC(=O)Nc1cc(C(=O)OCC(=O)c2ccccc2)ccc1C	3%	-4%	-4%
CSc1ccc(S(=O)(=O)N2CCC(C(=O)NCCN3CCOCC3)CC2)cc1	9%	?	-1%
O=C(c1cccc(S(=O)(=O)N2CCN(c3ccc(F)cc3)CC2)c1)N1CCCCCCC1	-14%	-28%	12%
Cn1nc(SCC(=O)O)sc1=S	-4%	-18%	1%
CC(=O)OC[C@H]1O[C@@H](O/N=C(\C)CCC(=O)OC[C@@H]2O[C@H](C#Cc3ccccc3)C=C[C@@H]2Oc2ccc(C)cc2)[C@H](OC(C)=O)[C@@H](OC(C)=O)[C@H]1OC(C)=O	7%[21 µM]	2%[12.8 µM]	/
Cc1cc(C)c(CN2CCC(n3nccc3NC(=O)c3ccccc3Cl)CC2)cc1C	-1%	4%	-16%
COc1cccc(/C=N/NC(=S)NCCc2ccccc2)c1OC	/	-15%	-20%
S=C1N[C@H]2CCCC[C@@H]2N1	/	4%	19%
C[C@@H](O)[C@H]1O[C@]2(C)CCC[C@H]1O2	0%	/	4%
CCOc1ccc(CCNC(=O)COC(=O)CCc2cc(OC)c(OC)c(OC)c2)cc1OCC	/	-8%	3%
OCC[C@H]1C[C@H](O)[C@@H](O)[C@]2(OCc3ccccc32)O1	-1%	-1%	-2%
CC(N=Cc1nc(-c2ccccc2)oc1O)c1ccccc1 (configuration not stated)	5%	10%	-16%
Cc1cc(Cl)ccc1NC(=O)CSc1nc2c(c(=O)[nH]1)CCC2	3%	/	-6%
Cc1ccc(C)c(N2CCN(CC3CC=CCC3)CC2)c1 (configuration not stated)	-5%	2%	5%
CCCCCCc1cc2cc(C(=O)Nc3ccc(OC)cc3)c(=O)oc2cc1O	0%	5%	6%
O=C(COC(=O)C1=COCCO1)Nc1cccc(S(=O)(=O)N2CCOCC2)c1	7%	-5%	-1%
CCOc1ccc(Cc2nnc(SCC(=O)Nc3ccc(C(C)=O)cc3)[nH]c2=O)cc1	0%	-6%	3%
O=C(Cn1c(=O)nc(-c2ccccc2)c2ccccc21)NCCc1ccccc1	6%	/	11%
Cc1c(N=Cc2ccc(Br)s2)cccc1[N+](=O)[O-]	6%	2%	-8%
CCOC(=O)c1csc(-c2snnc2C)n1	4%	14%	6%
Cc1ccc(C)c(OCC(=O)Nc2ccc(N3CCOCC3)cc2N2CCOCC2)c1	11%	/	0%
COC(=O)c1cnn(C(=O)c2ccccc2Br)c1N	-5%	1%	6%
COCc1cc(CN2CCN(CCc3ccccc3)C(CCO)C2)ccc1OC (configuration not stated)	/	-2%	-7%
Cc1cccc(-n2c(=O)c3c(c4cc(C)ccc4n3C)n(CC(=O)Nc3ccc(C)c(C)c3)c2=O)c1	3%	/	-4%
Cc1cc(Cl)ccc1OC(C)c1nnc(N)s1 (configuration not stated)	-6%	/	-1%
COc1ccc(N(C(=O)c2ccccc2C)S(=O)(=O)c2ccc(Cl)cc2)cc1	0%[12.3 µM]	/	3%
CC(C)(C)Cc1nnc(NC(=O)c2ccco2)s1	/	-2%	3%
O=C(CCn1c(=O)oc2ccc(Cl)cc21)N1CCN(Cc2ccccc2)CC1	/	-7%	-6%
CCC1=C2CC[C@H]3C(=O)N(C)C(=O)[C@H]3[C@H]2[C@@]2(Cc3ccccc3)C(=NCCc3c[nH]c4ccccc34)OC(=O)N2C1=O	13%	-6%	/
O=S(=O)(Nc1ccc(-c2ccc(N3CCCCCC3)nn2)cc1)c1cccc(C(F)(F)F)c1	4%	/	2%
O=C(NCc1ccncc1)C(=O)Nc1nccs1	4%	27%	-2%
O=C(NOC(=O)c1c(F)cccc1Cl)c1ccc(Cl)c(Cl)c1	/	-7%	-7%
CCOc1ccc(-c2c(=O)n(OCC)c3ccccc3[n+]2[O-])cc1	/	1%	2%
O=S(=O)(CCc1nc2ccccc2o1)c1ccc2ccccc2c1	5%	9%	-2%
NCCC(=O)N[C@H](Cc1cnc[nH]1)C(=O)O	12%[56.1 µM]	-6%	/
CCCCC(CC)CNC(=O)CN(C)S(=O)(=O)c1ccc2c(c1)c(=O)n(C)c(=O)n2C (configuration not stated)	9%	/	10%
COc1cc(C(=S)N2CCOCC2)ccc1OC(=O)c1cc([N+](=O)[O-])c(C)c([N+](=O)[O-])c1	3%	-6%	-1%
N=c1n(CC(=O)c2ccc([N+](=O)[O-])cc2)c2ccccc2n1Cc1ccccc1	1%	10%	3%
CCn1c(=O)c2cc(S(=O)(=O)NCCOc3ccccc3)ccc2n(CC)c1=O	5%	-2%	-6%
CC1CCN(S(=O)(=O)c2ccc3c(ccc(=O)n3CC(=O)NCc3ccccc3)c2)CC1	-1%	/	-15%

Grouped by structure: the entries above with a furan ring, fused or not.
SMILES	TDP1 block	N370S GC	FEN1 inhibitor
Cc1cccc(N2CCN(S(=O)(=O)c3ccc(-c4ccc(=O)[nH]n4)o3)CC2)c1C	5%	-9%	-5%
CC(C)(C)Cc1nnc(NC(=O)c2ccco2)s1	/	-2%	3%

(continued)
SMILES	TDP1 block	N370S GC	FEN1 inhibitor
COc1ccc(NC(=O)c2cc(S(=O)(=O)N3CCS(=O)(=O)CC3)ccc2Cl)cc1	1%	-4%	5%
Cc1ccc(C(=O)Nn2c(N)c(S(=O)(=O)c3ccc(C)cc3)c3nc4ccccc4nc32)cc1	-2%	14%[12.8 µM]	-18%
Fc1ccccc1N1CCN(c2ncnc3onc(-c4cccc(Cl)c4)c23)CC1	4%	/	-9%
Cc1cc(/C=C2/SC(=O)N(CC(=O)N3CCOCC3)C2=O)c(C)n1-c1ccccc1F	4%	-3%	-4%
Cc1nc2ccccc2nc1N1CCC(C)CC1	-4%	3%	-15%
CCc1c(C)nc(SCC(=O)Nc2ccc(Br)cc2)[nH]c1=O	0%	12%	17%
O=C(NCc1ccc(C(=O)O)cc1)OCc1ccccc1	-3%	0%	8%
COc1ccc(CCNC(=O)Cn2c(=O)oc3cc(Cl)ccc32)cc1OC	/	3%	-17%
Cc1oc2c(CN3CCCCC3)c(O)ccc2c(=O)c1-c1ccc(Cl)cc1	/	-4%	14%
NC(=O)COC(=O)c1ccccc1OCc1ccc(Cl)cc1	-8%	1%	-7%
Nc1nonc1-n1nnc(C(=O)N/N=C/c2cc(Br)ccc2O)c1CSC1=NCCS1	7%	0%	-15%
CS(=O)(=O)N(CCc1ccccc1)CC(=O)N1CCCC1	/	14%	-2%
C/C(=N\NC(=O)Cc1ccc(O)cc1)c1cccnc1	4%	-4%	28%
CCOc1ccccc1/C=C(/C#N)C(N)=O	1%	1%	-6%
Cc1cc(Cl)c(S(=O)(=O)N2CC(C)OC(C)C2)cc1OCC(N)=O (configuration not stated)	10%	5%	-4%
Cn1c(-c2ccc(C(C)(C)C)cc2)n[nH]c1=S	?	4%	-4%
CCNc1nc(NCC)n2c(SCC(=O)Nc3ccccc3C(F)(F)F)nnc2n1	/	3%	4%
COCCNC(=O)c1ccc2c(c1)NC(=O)C(CS(=O)(=O)Cc1ccc(F)cc1Cl)N2 (configuration not stated)	5%	/	0%
Cc1ccc(C(C(=O)NC2CCCC2)N(C(=O)Cc2cccs2)c2ccc3c(c2)OCCO3)cc1 (configuration not stated)	6%	-23%	5%
O=C(O)c1ccc(CNCc2ccccc2Cl)cc1	-1%	-15%	5%
Cc1ccc(S(=O)(=O)Nc2cccc(C(=O)NCC3CCCO3)c2)cc1F (configuration not stated)	-1%	-6%	-3%
CCCC(=O)NCCCCNC(=O)CCC	1%	7%	-4%
O=C(O)/C=C/c1cn(-c2ccccc2)nc1-c1cccs1	3%	7%	-3%
Cc1ncccc1C(=O)N1CCCC(CCC(=O)N2CCN(c3ccccn3)CC2)C1 (configuration not stated)	5%	-3%	-6%

An excerpt from above, limited to N370S GC and FEN1 inhibitor:
canonical_smiles	N370S GC	FEN1 inhibitor
O=C(O)/C=C/c1cn(-c2ccccc2)nc1-c1cccs1	7%	-3%
O=C(O)c1ccc(CNCc2ccccc2Cl)cc1	-15%	5%
Cc1ccc(S(=O)(=O)Nc2cccc(C(=O)NCC3CCCO3)c2)cc1F (configuration not stated)	-6%	-3%
Cc1ncccc1C(=O)N1CCCC(CCC(=O)N2CCN(c3ccccn3)CC2)C1 (configuration not stated)	-3%	-6%

Reprinted at random: 2 entries already listed
SMILES	TDP1 block	N370S GC	FEN1 inhibitor
Cc1cc(Cl)c(S(=O)(=O)N2CC(C)OC(C)C2)cc1OCC(N)=O (configuration not stated)	10%	5%	-4%
Cc1ncccc1C(=O)N1CCCC(CCC(=O)N2CCN(c3ccccn3)CC2)C1 (configuration not stated)	5%	-3%	-6%

(list continues)
SMILES	TDP1 block	N370S GC	FEN1 inhibitor
CCn1c(NCc2ccc(OC)cc2)nc2ccccc21	0%	-3%	-20%&3%
c1ccn2c(CNc3ncnc4sccc34)nnc2c1	7%[56.1 µM]	-1%	4%
CC(C#N)(NC(=O)CN1CCN(S(=O)(=O)c2cc(C(F)(F)F)ccc2Cl)CC1)C1CC1 (configuration not stated)	7%	4%	2%
O=C(Cn1c(COc2ccccc2)nc2ccccc21)Nc1cc(Cl)cc(Cl)c1	-3%	4%	0%
Nc1cc(S(=O)(=O)Nc2ccccc2Cl)ccc1N1CCCC1	8%	9%	-12%
CC(=O)Nc1ccc2nc(NC(=O)COc3ccccc3C)sc2c1	5%	-12%	-10%
CCCSc1nc(=O)c2c(n1C)NC(=O)CC2c1cccc(F)c1F (configuration not stated)	?	/	-5%
O=C(NC(Cc1ccccc1)C(=O)O)/C(=C/c1ccccc1)NC(=O)c1cccc(Br)c1 (configuration not stated)	0%	10%	-2%
CCOC(=O)c1sc2ncn(CC(=O)Nc3ccc(OC)c(Cl)c3)c(=O)c2c1C	0%	/	20%
CN(C)CCCNC(=S)N(CCN(C)C)Cc1cc2cc3c(cc2[nH]c1=O)OCCO3	/	?	-24%
CCCCN(C(=O)C1CC(=O)N(c2ccc3c(c2)OCCO3)C1)c1c(N)n(CC(C)C)c(=O)[nH]c1=O (configuration not stated)	0%	2%	10%
CC(C)(C)c1ccc(OCC2CO2)cc1 (configuration not stated)	9%	-8%	/

Already shown: entries from further up.
SMILES	TDP1 block	N370S GC	FEN1 inhibitor
Cc1ccc(CSc2nc3c([nH]c4ccccc43)c(=O)n2C)cc1	-2%	/	0%
COc1ccc(-c2cc(=O)oc3cc(OC(=O)C4CCCCC4)c(Cl)cc23)cc1	5%	8%	9%

Remaining list, next part
SMILES	TDP1 block	N370S GC	FEN1 inhibitor
COc1ccc(C(C)=O)cc1CN1C(=O)NC(CC(C)C)C1=O (configuration not stated)	3%	2%	-5%
CCC(C)[C@H](NC(=O)NCCCc1ccccc1)C(=O)OC (some centres not stated)	-1%	3%	-9%
CC(=O)N1N=C(c2ccccc2)CC1c1cccc([N+](=O)[O-])c1 (configuration not stated)	/	-2%	-2%
COc1ccccc1CNc1ccc2nnc(CCNC(=O)c3ccc(C)cc3)n2n1	6%	7%	19%
